# NTMT1 inh – NTMT1 methyltransferase inhibition; Q9BV86; actives 2.5% (n = 59,000); NTMT1 MTase-Glo SAH luminescence, purified enzyme; Potency, µM (series often up to 114 µM), for the others: at the top dose activity change, negative = inhibition, usual class: inhibitors; active means well fitted inhibition curve with a large enough effect; inconclusive means small, poorly fitted or top-dose-only effect;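 further: plate controls were DMSO vehicle for no effect and no enzyme for full effect; nearly all actives have a fitted effect of over 65% in size; many of its hits are not listed in these tables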
# Target sequence (Q9BV86 whole entry, looked up): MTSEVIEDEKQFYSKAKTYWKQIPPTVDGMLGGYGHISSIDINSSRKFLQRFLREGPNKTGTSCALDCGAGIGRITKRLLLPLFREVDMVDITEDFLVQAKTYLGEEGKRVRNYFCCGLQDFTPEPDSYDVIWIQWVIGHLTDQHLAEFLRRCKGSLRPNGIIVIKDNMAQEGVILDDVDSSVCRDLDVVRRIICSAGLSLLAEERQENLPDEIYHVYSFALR
# * = called active by the depositor; u = inconclusive; [ ] = dose if it differs, or a comment. Potency means the concentration at half of the fitted maximal effect. These rows are one share of the data; count on the stated rates, not on these rows.
mol,NTMT1 inh
O=[S+]([O-])(Nc1ccc(-c2nc3ccccc3[nH]2)cc1)c1ccc2c(c1)OCO2,-12%
NC(=O)C1CCN(c2nc(-c3cccc([N+](=O)[O-])c3)cs2)CC1,7%
CCN1C(=O)N2Cc3cc(OC)cc(OC)c3[C@@H](C)C=C2C12CCN(Cc1cc(C)cc(C)c1)CC2,21%
CC(=O)Nc1ccc(-c2csc(N3CCC(C(N)=O)CC3)n2)cc1,-4%
C=Cc1ccc(C(=O)N2CCCC(CCC(=O)N3CCN(c4ccccn4)CC3)C2)cc1 (stereo not given),5%[57.5 µM]
CO[C@H]1/C=C/O[C@@]2(C)Oc3c(C)c(O)c4c(O)c(c(/C=N\N5CCN(C6CCCC6)CC5)c(O)c4c3C2=O)NC(=O)/C(C)=C\C=C\[C@H](C)[C@H](O)[C@@H](C)[C@@H](O)[C@@H](C)[C@H](OC(C)=O)[C@@H]1C,u
Cc1cc(N[S+](=O)([O-])c2ccc(NC(=O)Cc3ccc(Cl)nc3)cc2)no1,16%
Cc1c(P(=S)(c2ccccc2)c2ccccc2)c2ccccc2n1C(=O)NCc1ccc(F)cc1,u
COc1ccc(C2Nc3ccccc3C(=O)N2Cc2ccc(C(C)(C)C)cc2)cc1COc1ccc(NC(C)=O)cc1 (stereo not given),28%
CCC(O)(c1nnc(NCc2ccc3c(-c4ccc(F)cc4)cc(=O)oc3c2)o1)C(F)(F)F (stereo not given),-4%
Nc1ccc(-c2ccc(NC(=O)c3cccs3)cn2)cc1,-5%
O=C(OCC#CCSc1nnc(-c2cccc3ccccc23)o1)c1ccccc1,13%
O=C1Nc2ccccc2C1Cc1cc(Cl)c(O)c(Cl)c1 (stereo not given),19%
NS(=O)(=O)c1ccc(Nc2nc(-c3ccccc3)cs2)cc1,-13%[57.5 µM]
CN1CCN(c2ccc(NC(=O)c3cccs3)cn2)CC1,3%[57.5 µM]
NC(=O)c1c(-c2ccccc2)no[n+]1[O-],-3%
CCOc1ccc(CCNC(=O)c2cc3sccc3n2Cc2cccc(C)c2)cc1OCC,7%
CN(C(=O)Nc1ccc2ccccc2c1)c1nnc(-c2ccncc2)s1,8%
CCCCNC(=O)c1ccc2c(c1)ncn2-c1cccc(C)c1,u
Cc1noc(C)c1-c1ccc2ncnc(NCc3cc(F)cc(F)c3)c2c1,8%
CNc1sc(-c2cccc3ccccc23)nc1C(=O)OC,u
O=C(Nc1nc(-c2ccccc2)cs1)c1ccccc1,1%
CCOC(=O)c1c(CNCc2ccccc2F)c2sc(C)cc2n1C,-4%
Cc1cnccc1-c1nc(Nc2ccc(F)c(F)c2)c2ccccc2n1,-5%
COc1cccc(-c2ccc(-c3nc4ccccc4c(=O)[nH]3)o2)c1,u
Oc1cc(Nc2ccncc2)cc2cccnc12,15%
CN(C)c1ccc(C(=O)NCC(=O)OC(C(=O)Nc2cc(C(F)(F)F)ccc2Cl)c2ccccc2)cc1 (stereo not given),7%[57.5 µM]
N#Cc1ccccc1OC1=NS(=O)(=O)c2ccccc21,6%[57.5 µM]
Cc1ccccc1C(=O)N1CCc2cc(-c3nc(NC(=O)Cc4ccc5ccccc5c4)sc3C)ccc21,12%
Cc1ccc(OCCn2c(CCN(C)C(=O)C3CCCCC3)nc3ccccc32)cc1,17%
c1nc(OCc2cnc[nH]2)c2cc(-c3ccc4c(c3)OCO4)ccc2n1,-10%
CS(=O)(=O)c1ccc(Oc2cc(F)cc(C#N)c2)c2c1[C@H](O)C(F)(F)C2,-22%
O=C(Nc1cccc(C(=O)O)c1)Nc1nnc(-c2ccncc2)s1,11%
COc1cccc(-c2ccc3ncnc(NCc4cccc(F)c4)c3c2)c1,-18%
Cc1noc(C)c1-c1ccc2ncnc(NCc3cccc(F)c3)c2c1,-3%
COc1ccc(C2Nc3ccccc3C(=O)N2Cc2ccc(Cl)cc2)cc1COc1ccc(NC(C)=O)cc1 (stereo not given),32%[activator]
Cc1cccc(CNc2ccnc(-c3ccc(C(F)(F)F)cc3)n2)c1,15%
CC(C)c1ccccc1-c1nc(NCc2ccc(-c3cccnc3)cc2)c2ccsc2n1,1%
O=C(Nc1ccc2c(c1)CCC2)Nc1nnc(-c2ccncc2)s1,u
Cc1ccc(NS(=O)(=O)c2ccc3c(c2)CCC(=O)N3)cc1F,-4%
NC(=O)C1CCN(c2nc(-c3ccccc3)cs2)CC1,-3%
COc1cccc(CNc2ccc(S(=O)(=O)Nc3ccc(C4CCNCC4)cc3)cc2)c1O,40µM*
CCN1CCN(C(=S)c2ccc(O)cc2)CC1,-21%
CCOc1ccc(CCNC(=O)c2cc3sccc3n2CCN2CCOCC2)cc1OCC,-3%
COc1ccc(NC(=S)N2CCN(c3cccc(C(F)(F)F)c3)CC2)nc1,u
CC(C)(C)OC(=O)N1CCN(c2ccc(NCc3ccoc3-c3ccc(C#N)cc3)cc2)CC1,-28%
Cc1ccc(OCCn2c(CCNC(=O)c3cccc(Br)c3)nc3ccccc32)cc1,5%
Cc1cc(-c2cnn3c(NCC4CC(C)(O)C4)cc(Oc4cccnc4)nc23)ccc1C(=O)NC1CC1 (stereo not given),9%[12.6 µM]
O=S(=O)(NCc1ccccc1)c1ccc(O)c2ncccc12,5%
Cc1nnc(-c2cnn(C)c2N)o1,5%
CC(C)N1CCc2c(sc(NC(=O)c3ccccc3)c2-c2nc3ccccc3s2)C1,8%
C#CCOc1ccc(C(C)=O)cc1-c1nnc2n1N=C(c1ccc(OC)c(O[C@@H]3CCOC3)c1)CS2,-4%[57.5 µM]
Cc1nc(-c2ccc([S+](=O)([O-])N3CCN([S+](=O)([O-])c4c(F)cccc4F)CC3)s2)cs1,5%[57.5 µM]
O=C1CCc2cc(S(=O)(=O)Nc3ccc(Cl)cc3)ccc2N1,-5%
Cc1cc(NC(=O)c2csc(NC(=O)Cc3ccc(Cl)c(Cl)c3)n2)no1,12%
CC(=O)c1ccc(N2CCN(S(=O)(=O)c3cc4c(cc3Cl)NC(=O)C4)CC2)cc1,-22%
CNC(=O)C1=C(C)NC(Nc2nc3ccccc3o2)=NC1c1nn(C)cc1Cl (stereo not given),14%
NNC(=O)C(C(=O)OCc1ccccc1)c1ccccc1 (stereo not given),13%
Cc1cccc(Cn2ncc3c4sc(C)cc4n(C)c3c2=O)c1,-26%
COc1ccc(N2Cc3cccc(C(=O)O)c3C2=O)cc1OC,6%

# (continued)
canonical_smiles	NTMT1 inh
O=S(=O)(NC1CCN(S(=O)(=O)c2ccc3c(c2)OCCO3)C1)c1c(F)cccc1F (stereo not given)	-4%
Cc1cc(NS(=O)(=O)c2ccc(C(=O)NCc3ccc(Cl)c(Cl)c3)cc2)no1	-13%
O=C(Nc1ccc([S+](=O)([O-])Nc2nccs2)cc1)c1ccccn1	9%
CCn1cnc2c(NCCc3cccnc3)nc(C#N)nc21	5%[57.5 µM]
Cn1c(-c2ccccc2C(F)(F)F)nnc1C12CCC(c3noc(C4CC(F)(F)C4)n3)(CC1)CC2	9%
Cc1ccc(NC(=O)c2ccncc2NS(=O)(=O)c2ccc(C)cc2)cc1	-1%
O=C(O)C1CCC(C(=O)Nc2ccc([S+](=O)([O-])Nc3nccs3)cc2)CC1 (stereo not given)	6%
COc1ccc(C(=O)N(Cc2ccco2)Cc2cccs2)c(O)c1	1%
CCCn1c(-c2ccc(F)cc2)nc2c(NC3CCN(Cc4ccccc4)C3)nc(C)nc21 (stereo not given)	u
O=C(OCC#CCSc1nnc(-c2cccc3ccccc23)o1)c1cc(F)c(F)c(F)c1	-1%
COC(=O)c1ccc(O)c2ncc(-c3ccc(C(=O)N4CCNCC4)cc3)cc12	u
FC(F)(F)c1ccccc1-c1nc(NCc2cccc3ccccc23)c2ccccc2n1	14%

# Some of the entries so far, with each value named:
> O=C(OCC#CCSc1nnc(-c2cccc3ccccc23)o1)c1cc(F)c(F)c(F)c1
  NTMT1 inh: -1%
> COC(=O)c1ccc(O)c2ncc(-c3ccc(C(=O)N4CCNCC4)cc3)cc12
  NTMT1 inh: u

# The listing continues.
canonical_smiles	NTMT1 inh
CCOC(=O)CCc1cc(F)c(S(=O)(=O)N2CCN(S(=O)(=O)c3ccc4c(c3)OCCO4)CC2)cc1F	15%
Cc1ccc(-n2c(=O)ccc(=O)n2CC(=O)NCCc2ccccc2)cc1	5%[57.5 µM]
O=C(c1ccccc1O)N(Cc1ccco1)Cc1ccco1	-3%
C=CCNc1oc(-c2ccc(Cl)cc2)nc1C#N	u
CCOc1ccc(CCNC(=O)C2=C(C)OCCO2)cc1OCC	11%
COc1ccc(S(=O)(=O)N2CCN(S(=O)(=O)c3ccc4c(c3)OCCO4)CC2)cc1	u
Cc1ccc(NS(=O)(=O)c2cc3c(cc2NC(C)C)NC(=O)CC3)cc1C	3%
O=C(Cn1cc(CN(Cc2ccccc2)Cc2ccccc2)nn1)Nc1cc(C(F)(F)F)ccc1Cl	13%
COc1ccc(CN(Cc2ccccc2)C(=O)c2ccccc2O)cc1COc1ccc(NC(C)=O)cc1	11%
CCCCC[C@H](O)/C=C/[C@H]1[C@H](O)CC(=O)[C@@H]1CCCCCCC(=O)O	2%
CC(C)CN1CCN(C(=O)COC(=O)c2ccc(S(C)(=O)=O)c([N+](=O)[O-])c2)CC1	5%
NC(=O)c1ccc(-c2noc(-c3ccccc3F)n2)cc1	11%
COC(=O)c1ccc(O)c2ncccc12	4%
C=C1CC[C@@H]2[C@](C)(CO)[C@H](O)CC[C@@]2(C)[C@@H]1C/C=C1/C(=O)OC[C@H]1O	15%
COc1ccc(C[C@H](C(=O)O)N2C(=O)c3ccc(C(=O)O)cc3C2=O)cc1	0%[57.5 µM]
Cc1nc(C(C)N(C)c2ncnc3ccc(-c4ccc5c(c4)OCO5)cc23)cs1 (stereo not given)	-9%[57.5 µM]
O=C(NCCc1ccc2c(c1)OCO2)c1cc2sccc2[nH]1	-2%
O=C(Nc1ccc(-c2nc3ccccc3[nH]2)cc1)c1ccc(-c2ccccc2)cc1	-5%
Cc1cccc(NS(=O)(=O)c2ccc3c(c2)CCC(=O)N3)c1	u
COc1cccc(C2c3c(ncn(-c4ccc(Br)cc4)c3=N)Oc3ccc4ccccc4c32)c1 (stereo not given)	1%
N#Cc1ccccc1CNc1nc2ncc(Br)cc2[nH]1	12%
O=C(Nc1ccc2ccccc2c1)Nc1nnc(-c2ccc(O)cc2)s1	3%
NC(=O)C1CCN(c2nc(-c3ccc(F)cc3)cs2)CC1	79µM*
Cc1noc(C)c1-c1ccc2ncnc(NCc3ccc(C(F)(F)F)o3)c2c1	6%[57.5 µM]
CC(C)c1cc2c(s1)c1cnn(Cc3ccccc3F)c(=O)c1n2C	-5%
CCCn1c(-c2ccc(F)cc2)nc2c(NCCCCN(C)C)nc(C)nc21	-18%

# As a working copy, 21 of the compounds above.
canonical_smiles	NTMT1 inh
COc1ccc(S(=O)(=O)N2CCN(S(=O)(=O)c3ccc4c(c3)OCCO4)CC2)cc1	u
Cc1ccc(NS(=O)(=O)c2cc3c(cc2NC(C)C)NC(=O)CC3)cc1C	3%
O=C(Cn1cc(CN(Cc2ccccc2)Cc2ccccc2)nn1)Nc1cc(C(F)(F)F)ccc1Cl	13%
COc1ccc(CN(Cc2ccccc2)C(=O)c2ccccc2O)cc1COc1ccc(NC(C)=O)cc1	11%
CCCCC[C@H](O)/C=C/[C@H]1[C@H](O)CC(=O)[C@@H]1CCCCCCC(=O)O	2%
CC(C)CN1CCN(C(=O)COC(=O)c2ccc(S(C)(=O)=O)c([N+](=O)[O-])c2)CC1	5%
NC(=O)c1ccc(-c2noc(-c3ccccc3F)n2)cc1	11%
COC(=O)c1ccc(O)c2ncccc12	4%
C=C1CC[C@@H]2[C@](C)(CO)[C@H](O)CC[C@@]2(C)[C@@H]1C/C=C1/C(=O)OC[C@H]1O	15%
COc1ccc(C[C@H](C(=O)O)N2C(=O)c3ccc(C(=O)O)cc3C2=O)cc1	0%[57.5 µM]
Cc1nc(C(C)N(C)c2ncnc3ccc(-c4ccc5c(c4)OCO5)cc23)cs1 (stereo not given)	-9%[57.5 µM]
O=C(NCCc1ccc2c(c1)OCO2)c1cc2sccc2[nH]1	-2%
O=C(Nc1ccc(-c2nc3ccccc3[nH]2)cc1)c1ccc(-c2ccccc2)cc1	-5%
Cc1cccc(NS(=O)(=O)c2ccc3c(c2)CCC(=O)N3)c1	u
COc1cccc(C2c3c(ncn(-c4ccc(Br)cc4)c3=N)Oc3ccc4ccccc4c32)c1 (stereo not given)	1%
N#Cc1ccccc1CNc1nc2ncc(Br)cc2[nH]1	12%
O=C(Nc1ccc2ccccc2c1)Nc1nnc(-c2ccc(O)cc2)s1	3%
NC(=O)C1CCN(c2nc(-c3ccc(F)cc3)cs2)CC1	79µM*
Cc1noc(C)c1-c1ccc2ncnc(NCc3ccc(C(F)(F)F)o3)c2c1	6%[57.5 µM]
CC(C)c1cc2c(s1)c1cnn(Cc3ccccc3F)c(=O)c1n2C	-5%
CCCn1c(-c2ccc(F)cc2)nc2c(NCCCCN(C)C)nc(C)nc21	-18%
